H9c2 protect = cardioprotection against H2O2-induced cell death, primary screen, uHTS, H9c2 cells, ATPLite luminescence | hit rate 0.63% among 360,000 | AID 588492, 2011 | protection from H2O2 cell death, % at 20 µM | H9c2 cardiomyocytes, H2O2 injury protection, 2 h;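 active = compounds giving at least 50% protection of heart cells from peroxide-induced death in the single-dose screen, raw or plate-pattern-corrected value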;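 also: 0% = DMSO wells with peroxide and 100% = DMSO wells without peroxide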
Glyco luc inh = increase of ERlucT glycosylation luciferase signal, primary screen, N-linked glycosylation inhibitor project, D54 ERlucT cells, luminescence, set 2. D54 ERlucT glycosylation luciferase reporter, 24 h; percent of 100 nM tunicamycin response. reporter increase, % at 12.5 µM. hit rate 0.23% among 360,000;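 active = mean luciferase reporter signal, scaled so untreated is 0 and the glycosylation-blocking control 100, at or above a set limit in every replicate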;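 also: luciferase carries N-glycosylation sites so blocking glycosylation raises the light; 0% = median of neutral control wells and 100% = median of 100 nM tunicamycin wells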
TLR9-MyD88 inh = inhibitors of TLR9-MyD88 association in cells, primary screen, cell-based, CHO, BLA complementation, fluorescence; inhibition, % at 4.98 µM; Toll-like receptor 9 (Homo sapiens) + Myeloid differentiation primary response protein …; CCF4 FRET ratio; hit rate 0.21% among 340,000;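 active = inhibition above the mean over all tested compounds plus 3 SD, cut at about 21% in these data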;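 also: 0% = DMSO only wells and 100% = clavulanate BLA inhibitor control wells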
ABCB6 inh 2 = ABCB6 transporter inhibitors, primary screen, K562-ABCB6 cells, flow cytometry, MLPCN library. ATP-binding cassette sub-family B member 6 (Homo sapiens), Q9NP58. K562-ABCB6 porphyrin accumulation, 1 h; hits give low values. fluorescence ratio to DMSO, % at 10 µM. hit rate 0.19% among 360,000;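 active = fluorescence ratio to DMSO below 75%, the collection mean minus 3 SD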;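 also: signal is porphyrin accumulated inside mitochondria; 100% equals median channel fluorescence of DMSO control wells; lower ratio means ABCB6 inhibition with less porphyrin fluorescence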
ABHD5 PLIN5 PPI = ABHD5-PLIN5 interaction inhibitors, primary screen, cell lysate, split luciferase complementation, luminescence; Perilipin-5 (Homo sapiens) + 1-acylglycerol-3-phosphate O-acyltransferase ABHD5 (Homo …; Split G. princeps luciferase complementation, 4 h; inhibition, % at 4 µM; hit rate 0.78% among 360,000; AID 602281, 2012;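 active = inhibition above the mean inhibition across every tested compound plus 3 SD, cut at about 22% in these data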;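 also: 0% = DMSO only wells and the 100% control is not disclosed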
m5-HT2A agonist = mouse Htr2a agonists via beta-arrestin recruitment, primary screen, cell-based, luminescence; 5-hydroxytryptamine receptor 2A (Mus musculus), P35363; hit rate 0.66% among 360,000; CHO-K1 mHTR2A beta-arrestin complementation; percent of 30 µM serotonin response; activation, % at 7.6 µM;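 active = activation above a run cutoff, the mean activation of all tested compounds plus 3 SD, cut at about 14% in these data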;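 also: 0% = plate median of compound wells and 100% = 30 µM serotonin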
NOD2-RIPK2 inh = NOD2-RIPK2 binding disruptors in cells, primary screen, fluorescence, CHO cells, BLA complementation; Receptor-interacting serine/threonine-protein kinase 2 (Homo sapiens), O43353; CCF4 ratio; inhibition, % at 4.98 µM; hit rate 0.38% among 360,000; in the data active = inhibition above about 21%;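 also: 0% = vehicle only and 100% = reference blocker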
SRC2 inh = inhibition of GAL4-SRC2 driven luciferase reporter, primary screen, SRC2 inhibitor project, cell-based, luminescence. Nuclear receptor coactivator 2 (Homo sapiens), Q15596. HEK293 GAL4-SRC2 luciferase reporter. inhibition, % at 9 µM. hit rate 0.17% among 370,000. AID 651957, 2012;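 active = inhibition above the mean inhibition of all tested compounds plus 3 SD, set per campaign, cut at about 52% in these data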;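 also: 0% = DMSO treated cells and 100% = cells given Gossypol at 36 µM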
Target sequence (Q15596 whole entry, looked up, the tested form may be a part): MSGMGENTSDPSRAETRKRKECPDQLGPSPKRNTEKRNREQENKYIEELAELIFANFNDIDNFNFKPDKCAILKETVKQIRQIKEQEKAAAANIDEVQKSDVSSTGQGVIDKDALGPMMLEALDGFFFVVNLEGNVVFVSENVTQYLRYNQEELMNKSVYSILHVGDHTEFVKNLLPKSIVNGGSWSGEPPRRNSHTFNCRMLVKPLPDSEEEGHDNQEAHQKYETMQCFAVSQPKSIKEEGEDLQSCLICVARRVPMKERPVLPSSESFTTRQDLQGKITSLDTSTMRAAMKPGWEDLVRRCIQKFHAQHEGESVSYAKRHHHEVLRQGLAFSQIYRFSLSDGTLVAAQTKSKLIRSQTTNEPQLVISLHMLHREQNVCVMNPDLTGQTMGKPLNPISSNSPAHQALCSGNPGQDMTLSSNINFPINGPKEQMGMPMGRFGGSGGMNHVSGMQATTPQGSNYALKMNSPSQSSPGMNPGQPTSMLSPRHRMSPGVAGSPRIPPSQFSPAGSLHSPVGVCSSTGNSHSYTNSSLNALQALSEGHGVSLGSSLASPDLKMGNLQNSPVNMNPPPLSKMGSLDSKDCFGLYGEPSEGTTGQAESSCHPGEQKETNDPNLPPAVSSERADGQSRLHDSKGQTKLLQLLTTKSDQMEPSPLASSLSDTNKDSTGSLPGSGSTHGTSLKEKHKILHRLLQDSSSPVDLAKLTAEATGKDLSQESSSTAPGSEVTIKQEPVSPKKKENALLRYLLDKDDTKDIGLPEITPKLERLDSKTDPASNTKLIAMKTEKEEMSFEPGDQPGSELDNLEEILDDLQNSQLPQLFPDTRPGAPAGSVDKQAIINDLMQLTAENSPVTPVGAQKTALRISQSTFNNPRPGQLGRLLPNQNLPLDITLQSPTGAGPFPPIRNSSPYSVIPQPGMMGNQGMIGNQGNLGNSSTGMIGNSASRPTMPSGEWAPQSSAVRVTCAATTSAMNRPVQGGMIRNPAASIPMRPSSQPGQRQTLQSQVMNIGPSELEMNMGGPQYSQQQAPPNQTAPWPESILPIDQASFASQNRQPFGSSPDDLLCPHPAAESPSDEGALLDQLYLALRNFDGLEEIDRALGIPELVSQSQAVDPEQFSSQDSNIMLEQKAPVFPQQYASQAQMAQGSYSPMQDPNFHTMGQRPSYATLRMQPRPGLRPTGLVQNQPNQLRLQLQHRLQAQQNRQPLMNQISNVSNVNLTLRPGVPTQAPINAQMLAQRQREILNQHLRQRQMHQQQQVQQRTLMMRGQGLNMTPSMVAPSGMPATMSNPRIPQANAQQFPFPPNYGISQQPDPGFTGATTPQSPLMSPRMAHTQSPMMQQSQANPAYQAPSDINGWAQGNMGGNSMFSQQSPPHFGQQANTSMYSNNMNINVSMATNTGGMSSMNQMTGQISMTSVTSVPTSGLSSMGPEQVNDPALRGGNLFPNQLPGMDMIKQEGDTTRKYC
MC4R ag barr = MC4R agonists recruiting beta-arrestin, primary screen, cell-based, luminescence, agonist arm of biased-ligand search. Melanocortin receptor 4 (Homo sapiens), P32245. U2OS MC4R beta-arrestin complementation; percent of melanotan II response, DMSO zero. hit rate 0.98% among 360,000. activation, % at 8.9 µM;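 active = activation above a per-plate cutoff, the mean activation of sample wells on that plate plus 3 SD, cut at about 8% in these data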
MC4R antagonist = MC4R antagonists of cAMP signaling, primary screen, cell-based, TR-FRET, antagonist arm of biased-ligand search; inhibition, % at 6.5 µM; hit rate 0.48% among 360,000; Melanocortin receptor 4 (Homo sapiens), P32245; MC4R-expressing cells, MTII-stimulated cAMP, LANCE TR-FRET; AID 540295, 2011;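 active = inhibition above its plate's cutoff, the mean of tested wells on that plate plus 3 SD, cut at about 29% in these data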;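 also: 0% = Melanotan II alone and 100% = Melanotan II plus saturating MCL0020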
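system = U2OS cells with stable human MC4R expression | also added = Melanotan II challenge after compound preincubation | dosing = one concentration, 6.5 µM nominal | incubation = compound 30 min, challenge 1 h, detection 1 h | measured by = TR-FRET with Eu-cAMP and labeled anti-cAMP, 671 nm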
The depositor's hits bear a star; . = no result given.

SMILES	H9c2 protect	Glyco luc inh	TLR9-MyD88 inh	ABCB6 inh 2	ABHD5 PLIN5 PPI	m5-HT2A agonist	NOD2-RIPK2 inh	SRC2 inh	MC4R ag barr	MC4R antagonist
O=C(NS(=O)(=O)c1ccccc1)c1ccccc1F	-7	1	3	.	3	2	-8	-2	-1.6	3
CCN1C(=O)/C(=C\c2cccn2-c2ccc([N+](=O)[O-])cc2)N(CC)C1=S	7	-1	4	103	2	1	-4	8	-0.8	-7
COC(=O)CCCC1=CC2=CC(=O)C(C)(OC(=O)c3cccs3)C(=O)C2=CN1CCc1ccccn1 (configuration not stated)	-4	10	2	93	6	-3	-9	-3	-0.9	0
Cn1ccnc1SCC(=O)Nc1cccc(O)c1	1	2	-6	98	-2	1	-1	-8	0.7	4
COCC(=O)N1CCC(n2nnc3cc(F)ccc32)CC1	15	0	-3	98	4	0	-8	-25	-0.4	0
N#Cc1ccsc1NC(=O)C1CC(=O)N(Cc2ccccc2)C1 (configuration not stated)	5	1	7	100	4	6	2	-10	-2.9	2
O=P(O)(OCc1ccccc1)OCc1ccccc1	2	2	7	106	-6	-2	5	5	-0.4	7
COC(=O)c1ccc(NC(=O)CSc2nnc(COc3ccccc3)n2C)cc1	-12	1	10	97	-1	-3	4	-11	0.6	0
Cc1cccc(C)c1N(CC(=O)NN=C1CCCCCC1)S(C)(=O)=O	-5	2	0	103	3	1	-1	-38	0.2	9
CC1CC(C)CN(CC(=O)Nc2ccc3c(c2)OCCO3)C1 (configuration not stated)	-5	-4	-1	99	-6	-2	12	-43	-1.1	7
CCN(C(=O)COC(=O)C1COc2ccccc2O1)c1c(N)n(Cc2ccccc2)c(=O)[nH]c1=O (configuration not stated)	-5	1	4	97	-6	4	-3	-25	-1.4	2
COc1cccc(NC(=O)CCC(=O)NCc2ccco2)c1	3	1	4	98	-1	-3	-16	-5	-1.1	2
NS(=O)(=O)c1cccc(NC(=O)CN2CCN(S(=O)(=O)c3ccc4c(c3)OCCO4)CC2)c1	-1	0	-12	97	-2	0	-18	-12	1.4	-3
O=C(CN1CCc2[nH]c3ccccc3c2C1)N1CCCCC1	12	0	0	99	5	1	7	-10	-1.8	-2
NS(=O)(=O)c1ccc(CCNC(=O)c2ccc(Cn3c(=O)[nH]c4ccccc4c3=O)cc2)cc1	14	2	8	99	3	0	-7	-25	-0.3	-3

Next structures follow.
SMILES	H9c2 protect	Glyco luc inh	TLR9-MyD88 inh	ABCB6 inh 2	ABHD5 PLIN5 PPI	m5-HT2A agonist	NOD2-RIPK2 inh	SRC2 inh	MC4R ag barr	MC4R antagonist
CC(=O)c1ccc(OCc2cc(C(=O)N(C)C(C)c3nccs3)no2)cc1 (configuration not stated)	-3	0	-17	98	-3	-2	-6	-28	-3.1	8
COc1ccc(-n2nc3cc(C)c(N)cc3n2)cc1Cl	-8	-1	-2	108	-1	7	-10	-29	0.8	10
Cc1cccc(-c2nc(C)cc(=O)[nH]2)c1	6	1	8	98	3	5	5	20	1.3	8
Cc1ccc(N2CC(C(=O)NCCN3CCOCC3)CC2=O)cc1 (configuration not stated)	12	0	-13	102	-2	4	-14	-9	0.0	-6
N#CC1(c2ccccc2)CCC(=O)N1c1ccccc1 (configuration not stated)	-3	1	12	97	4	-3	-8	-5	0.1	7
COc1cccc(NC(=O)N2CCc3ccccc3C2)c1	-8	2	11	95	-2	-1	-5	-85	-5.8	-1
CCOC(=O)N1CCC(NC(=O)c2cc(COc3ccc(F)cc3Cl)on2)CC1	-7	-2	-5	100	-8	0	-7	20	0.2	11
O=C(CSc1nnc(-c2ccoc2)o1)N1CCOCC1	-3	2	11	93	-3	-4	-1	-13	-1.2	7
CN(c1ccc(C(=O)NCC2CCCO2)cc1)S(=O)(=O)c1ccc(Cl)cc1 (configuration not stated)	4	0	0	99	-1	0	-5	3	1.0	3
O=C(OCC(=O)C12CC3CC(CC(C3)C1)C2)c1ccc(O)cc1	-1	-2	5	87	-3	4	-1	-17	2.2	5
[N-]=[N+]=CC(=O)CC(c1ccccc1)N1C(=O)c2ccccc2C1=O (configuration not stated)	-18	-1	-18	92	0	-2	-6	-27	-1.1	4
CCOC(=O)CC1(C)SC(NC(C)=O)=NN1C(C)=O (configuration not stated)	5	2	-8	97	3	0	-4	-21	0.2	4
N#Cc1ccncc1S(=O)c1ccc(Cl)cc1 (configuration not stated)	3	1	1	100	9	0	-3	-3	1.5	24
CC1(C)C(C=C(Cl)Cl)C1C(=O)N1CCN(c2ccccc2)CC1 (configuration not stated)	-5	-2	-4	107	-3	-2	-4	7	1.7	5
COc1cccc(NC(=O)N2C3CCCC2CC(NC(C)=O)C3)c1 (configuration not stated)	-6	3	-12	102	-9	-1	4	15	-1.4	18

Continuation.
SMILES	H9c2 protect	Glyco luc inh	TLR9-MyD88 inh	ABCB6 inh 2	ABHD5 PLIN5 PPI	m5-HT2A agonist	NOD2-RIPK2 inh	SRC2 inh	MC4R ag barr	MC4R antagonist
Cc1nn(Cc2cccc(C(=O)O)c2)c(C)c1[N+](=O)[O-]	0	1	-76	95	-3	3	6	7	-2.6	-1
COC(=O)CSc1nnc(-c2c[nH]c3ccccc23)o1	1	1	2	102	-1	1	2	-13	-1.6	5
CS(=O)(=O)Nc1nnc(CCc2ccccc2)s1	0	1	14	92	3	3	1	-10	0.4	6
CCOc1ccccc1C(=O)N[C@H](C(=O)OCc1cc([N+](=O)[O-])cc2c1OCOC2)C(C)C	5	-4	-13	91	1	-6	-1	-4	-0.1	-6
O=C1CSC(c2ccc(F)c(F)c2)N1c1ccccc1F (configuration not stated)	-6	2	9	96	-5	7	-2	14	-2.2	7
COc1ccc(NC(=O)NC2(C)CCS(=O)(=O)C2)cc1 (configuration not stated)	-1	1	-1	88	0	-2	-4	14	-0.2	-1
CC(=O)c1ccc(OC2(C)CCN(Cc3cc4ccccc4[nH]3)C2)cc1 (configuration not stated)	-3	0	.	103	7	-1	11	-56	1.4	-4
Cc1cc(C(=O)Cn2nc(C(=O)O)c3ccccc3c2=O)c(C)n1-c1ccc(OC(F)F)cc1	0	-5	10	97	-1	-4	7	-8	0.6	11
O=C(COC(=O)c1cncc(Br)c1)NC1CC1	-6	-1	-7	89	5	2	-11	14	0.7	-1
CC1Cc2cc(/C(O)=C3\C(=O)C(=O)N(CCN(C)C)C3c3ccccc3F)ccc2O1 (configuration not stated)	4	1	5	104	-11	-4	3	-15	-2.0	7
O=C(NC1CCCC1)C(c1cccnc1)N(C(=O)c1ccco1)c1cccc(F)c1 (configuration not stated)	4	0	4	99	-4	3	4	-9	0.7	2
CC1C/C(=C/c2cccs2)C(=O)/C(=C/c2cccs2)C1 (configuration not stated)	-17	1	3	106	-5	0	2	5	-0.7	0
CCOC(=O)C/C(C)=N/NC(=O)CNc1cccc(Cl)c1C	0	0	4	95	2	2	-2	-2	-0.5	0
CCNC(=O)CSc1nc(-c2ccc(F)cc2)cs1	-4	1	-13	101	0	2	-2	-26	0.0	28
CC(C)Nc1ncnc2c1cnn2Cc1ccc(Cl)cc1	10	3	8	91	8	-4	4	-5	1.1	7

The results go on.
SMILES	H9c2 protect	Glyco luc inh	TLR9-MyD88 inh	ABCB6 inh 2	ABHD5 PLIN5 PPI	m5-HT2A agonist	NOD2-RIPK2 inh	SRC2 inh	MC4R ag barr	MC4R antagonist
CC1CCCCC1NC(=O)CNC(=O)c1ccco1 (configuration not stated)	-3	1	-5	95	5	4	4	-2	-2.9	10
CCSC1=NSC2=NC(=O)/C(=C\c3coc4ccccc4c3=O)C(=N)N12	-8	0	8	163	6	4	14	9	2.4	10
O=C(Cc1ccc(S(=O)(=O)N2CCOCC2)s1)N1CCN(c2cccc(C(F)(F)F)c2)CC1	-11	0	-14	98	2	2	0	.	0.7	20
CCn1c(SCC(=O)N/N=C(\C)c2ccco2)nnc1-c1ccccc1	3	3	-15	104	-6	-1	0	-28	-0.5	2
Cc1nnc(SC(C)C(=O)Nc2ccc(S(=O)(=O)NC3CCCCC3)cc2)s1 (configuration not stated)	-21	-7	5	93	10	-3	-17	-8	3.1	-7
CC(=O)N1CCc2cc(S(=O)(=O)CCC(=O)O)ccc21	12	0	5	103	4	5	-6	-3	-1.1	3
Cn1nccc1C(=O)NC1CCCc2c1cnn2-c1ccc(C(C)(C)C)cc1 (configuration not stated)	-13	-1	-13	102	-6	8	-3	26	-2.4	3
CCCCNC(=S)NNC(=O)C1=NN(c2cc(C)ccc2C)C(=O)CC1	0	1	-4	97	0	-12	5	-10	-0.5	14
Cc1ccc(N2C(=O)N3[C@H](c4ccc(Cl)cc4)[C@@H]4C(=O)N(C5CCCCC5)C(=O)[C@@H]4[C@]3(Cc3ccccc3)C2=O)cc1	-4	1	12	93	-5	1	-1	-13	-0.5	4
C=CC[C@@H](CC(=O)N[C@@H](CO)Cc1ccccc1)C(=O)N[C@@H](C)COC(=O)[C@@H](CC=C)Cc1ccc(F)cc1	-8	1	4	97	2	1	-13	-11	-0.9	-5
COCCc1ncc(CN2CCCC(C(=O)Nc3cccc(-c4cccc(C)c4)c3)C2)cn1 (configuration not stated)	2	-2	-8	100	-2	1	13	-22	-0.9	11
Cc1ccc(O)c(/C=N/NC(=O)c2[nH]ncc2Br)c1	10	3	0	99	2	1	8	-15	0.2	2
CC(C)NC(=S)NNc1ncnc2sc3c(c12)CC(C)(C)OC3	5	1	.	97	-5	7	2	19	-0.2	16
C=CC[C@H](CC(=O)NCCO)C(=O)N[C@@H](C)COC(=O)[C@H](CC=C)CC(=O)OC(C)(C)C	2	2	7	100	-4	3	12	-1	-4.3	1
COC(=O)CN1C(=O)C(O)(CC(=O)c2ccc(C)cc2)c2ccccc21 (configuration not stated)	11	1	-1	97	4	-1	0	0	3.2	-9
C/C(=N/NC(=O)CNC(=O)c1cccnc1)c1ccc(Cl)c(Cl)c1	11	0	-1	97	-2	-6	1	12	-1.9	3
Cc1cccn2cc(CSc3nnc(Nc4ccc(C(C)C)cc4)s3)nc12	-5	-3	-5	103	2	-1	-14	6	-2.2	5
CCCCSc1nc(CCC)cc(=O)[nH]1	10	1	-5	96	6	1	-6	3	-0.1	2

An excerpt; rates above refer to the full screens.
